Screening data as filed in PubChem.
IL1B secr inh: blocks inflammasome-driven IL-1 beta release. THP-1 LPS/ATP IL-1B secretion, AlphaLISA, 16 h; stronger effect = lower value. activity change, % at 57.5 µM. 360,000 tested, 4.7% active. AID 743279; in the data active means activity change below about -50%; inconclusive means mostly about -30% to -49%; further: on the % scale 0 is the no-effect control and ±100 the full control effect
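Secreted IL-1B measured by AlphaLISA bead assay after 16 h compound exposure of THP-1 cells; compounds (final up to 57.5 uM) added 1 h before LPS (250 ng/mL) and ATP (1.25 mM) stimulation; lower signal means less secretion.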
SW480 rerep: DNA re-replication induction in SW480 cells | SW480 DNA re-replication, Hoechst DNA content imaging, 48 h | Potency, µM (highest dose often 46.1 µM), inactives show top-dose re-replication activation, hits mostly activators | 340,000 tested, 1.8% active | AID 624297; further: potency means the concentration at half of the fitted maximal effect; % of control where 0% means no effect; nearly all actives have a fitted effect of over 55% in size
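First, 250 cells per well were seeded. Next, compound or vehicle (23 nL) was pinned in, plates sat 48 hr at 37 C. Finally Hoechst was added for 40 min before fluorescence scanning.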
HT1080 IDH1KD tx: kills HT-1080 cells with IDH1 knockdown | HT-1080 IDH1 knockdown viability, ATP luminescence, 48 h | Potency, µM (doses to about 46.1 µM), for inactives: top-dose activity, negative = toxicity, hits mostly cytotoxic | 360,000 tested, 2% active | AID 686971;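 further: potency means the concentration at half of the fitted maximal effect; 0% = DMSO wells and -100% = cell-free medium wells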
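% activity derives from luminescence (CellTiter-Glo), normalised to DMSO and no-cell wells. HT-1080-IDH1KD cells, 750/well, had 48 h compound exposure at 37 °C.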
KB-V1 MDR tox: KB-V1 MDR subline cytotoxicity; KB-V1 MDR cells viability, CellTiter-Glo, 72 h; Potency, µM (doses to about 46.1 µM), without a hit: at the top dose activity change, negative = cytotoxicity, most hits filed as cytotoxic; AID 1347076; 400,000 tested, 3.4% active; further: potency means the concentration at half of the fitted maximal effect; on the % scale 0 is the no-effect control and ±100 the full control effect; nearly all actives have a fitted effect of over 60% in size
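In this primary screen, KB-V1 cells overexpressing P-gp are incubated with library compounds (lowest to highest concentration) for 72 h at 37 degrees C before a luminescent ATP viability read.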
MCF10A rerep: inducers of DNA re-replication in MCF 10A breast cells; MCF 10A DNA re-replication, Hoechst nuclear intensity, 48 h; 350,000 tested, 2.9% active; AID 624296; Potency, µM (titrated, usually from 46.1 µM), inactives show at the top dose activity, positive = re-replication, usual class: activators; further: potency means the concentration at half of the fitted maximal effect; % of control where 0% means no effect; nearly all actives have a fitted effect of over 50% in size
KB-3-1 tox: KB-3-1 parental cell cytotoxicity. KB-3-1 viability, CellTiter-Glo ATP luminescence, 72 h. Potency, µM (highest dose often 46.1 µM), for the others: at the top dose activity change, negative = cytotoxic, usual class: cytotoxic. 400,000 tested, 1.4% active. AID 1347075; further: potency means the concentration at half of the fitted maximal effect; on the % scale 0 is the no-effect control and ±100 the full control effect; nearly all actives have a fitted effect of over 60% in size
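72 h, 37 °C compound treatment of KB-3-1 parental cells; CellTiter-Glo added, 10 min, luminescence read. Data corrected against DMSO-only plates and normalized before curve fitting.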
HEK293 tox: cytotoxicity in counter-screen for GLP-1R inverse agonists; Potency, µM (top dose mostly 38.3 µM), without a hit: at the highest dose activity change, negative = inhibition, usual class: inhibitors; HEK293 cAMP-luciferase reporter cells, luminescence, 24 h; 410,000 tested, 0.13% active;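 further: loss of luciferase light is scored as toxicity; potency means the concentration at half of the fitted maximal effect; on the % scale 0 is the no-effect control and ±100 the full control effect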
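Quantitative HTS format, 1536 wells, 200 cells/uL seeded. Compounds: 23 nL, 24 h, 37 °C. Detection: luciferase reagent, luminescence at 12 min RT; decreased signal taken as cytotoxic.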
HT1080-NT tox: kills 2HG-producing HT-1080-NT fibrosarcoma cells. HT-1080-NT fibrosarcoma viability, CellTiter-Glo ATP luminescence, 48 h. Potency, µM (series often up to 46.1 µM), inactives show top-dose activity, negative = less viability, usual class: cytotoxic. 360,000 tested, 1.6% active. AID 686970;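 further: NT is the 2HG producing partner of a matched IDH1 knockdown line; potency means the concentration at half of the fitted maximal effect; 0% = DMSO-treated cells and -100% = media-only wells without cells; nearly all actives have a fitted effect of over 55% in size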
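Toxicity toward the 2HG-producing NT line was scored as %Activity, normalised to DMSO and no-cell wells, from CellTiter-Glo luminescence after 48 hours' treatment.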
DRD3 agonist: activates the human D3 dopamine receptor; 410,000 tested, 0.58% active; max activation, %; P35462; D3R DiscoveRx beta-arrestin cells, luminescence, 90 min; in the data active means max activation above about 30%; further: 0% is about no effect; mostly tested at two doses, the higher about 12 µM
Target sequence (P35462 whole entry, looked up): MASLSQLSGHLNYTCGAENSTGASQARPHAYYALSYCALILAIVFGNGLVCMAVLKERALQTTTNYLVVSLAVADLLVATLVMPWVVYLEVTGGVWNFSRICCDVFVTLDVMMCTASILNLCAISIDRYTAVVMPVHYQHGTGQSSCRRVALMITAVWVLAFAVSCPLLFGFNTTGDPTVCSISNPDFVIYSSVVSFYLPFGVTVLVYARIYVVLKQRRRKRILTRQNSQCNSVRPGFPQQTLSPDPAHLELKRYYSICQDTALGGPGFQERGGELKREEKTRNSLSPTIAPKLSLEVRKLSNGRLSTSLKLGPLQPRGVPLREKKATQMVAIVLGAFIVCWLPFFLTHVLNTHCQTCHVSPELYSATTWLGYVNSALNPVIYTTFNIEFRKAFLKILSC
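Cells at 1500/well, incubated overnight, then treated with pinned compounds (dopamine as control) for 90 min at 37 degrees C. DiscoveRx reagent added for 30 - 60 minutes at room temperature; luminescence read.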
Numbers without * were called inactive; ? = inconclusive; · = not tested or not shown; & = joins results of further samples; [ ] = remark or other dose. Unless noted, the call rests on the fitted dose curve; in most records, active means well fitted curve in the direction sought with a large enough effect; inconclusive means small, poorly fitted or top-dose-only effect, or another doubt; inactive means no such curve, though single readings can be large; an effect the other way counts as inactive or inconclusive.

mol | IL1B secr inh | SW480 rerep | HT1080 IDH1KD tx | KB-V1 MDR tox | MCF10A rerep | KB-3-1 tox | HEK293 tox | HT1080-NT tox | DRD3 agonist
CC(c1ccc(C(C)(C)C)cc1)S(=O)CC(O)CO (stereo not drawn) | 12.6 | 1.3% | 18.9% | 13.2% | -2.1% | 8.3% | -10.4% | 7.5% | 7.3
O=C(Nc1ccc2c(c1)OCCO2)C(c1cc2ccccc2o1)N1CCN(c2ccc(C(F)(F)F)cn2)CC1 (stereo not drawn) | -26.4 | · | 1.1% | 0.9% | · | 0.1% | 0.2% | 15.5% | 5.3
COc1ccc(CN2CCCC(C(=O)N3CCCC3)C2)c(OC)c1 (stereo not drawn) | 21.6 | -1.5% | 16.3% | 6.5% | 0.7% | 8.4% | -9.8% | 8.8% | -15.2
COc1ccc(C2=C(C=Nc3c(C)n(C)n(-c4ccccc4)c3=O)C(c3ccccc3C)c3ccccc3O2)cc1OC (stereo not drawn) | -22.9 | -4.4%[9.22 µM] | -0.1% | -2.2% | 7.8% | -0.6% | -13.5% | -1.0% | 0.6
Cc1cc(C(=O)OCC(=O)N2C(C)CCCC2C)c2ccccc2n1 (stereo not drawn) | ? | 17.0% | -12.4% | -17.1% | 3.6% | 15.6% | 5.7% | -3.8% | 2.2
COC(=O)c1cccc(C(=O)N2CCC(CO)(Cc3ccccc3Cl)CC2)c1 | ? | 6.4% | -25.6% | -16.4% | -1.3% | -9.0% | -5.2% | -5.0% | 5.1
CC(C)=C(NC(=O)c1ccccc1)C(=O)NCc1ccccc1 | 20.5 | -2.7% | 17.1% | -14.6% | 4.9% | 1.2% | -1.9% | 25.3% | -9.1
CN(C)CCCN(C(=O)c1cc2cc([N+](=O)[O-])ccc2s1)c1nc2cc3c(cc2s1)OCCO3 | 0.0 | 10.3µM* | ? | 18.4µM* | ? | ? | -23.3% | ? | 1.9
Cc1ccc(S(=O)(=O)N2CCN(C(=O)COC(=O)CNC(=O)c3ccccc3F)CC2)c(C)c1 | -18.5 | -1.1% | -4.4% | ? | 3.9% | -25.6% | -2.0% | -10.7% | -10.1
CCC(C)(C)n1nnnc1C(c1ccc(OC)c(OC)c1)N1CCN(c2cccc(OC)c2)CC1 (stereo not drawn) | -7.6 | 0.1% | -0.9% | 2.2% | 1.0% | 7.5% | 0.8% | 0.5% | 1.1
COc1ccc(NC(=O)c2sc3nc(C)c(C(=O)Nc4ccc(C)cc4C)c(-c4ccc(Cl)cc4)c3c2N)cc1 | · | · | · | 0.0% | · | -2.7% | -0.6% | · | 17.1
CC1(C)CC(=O)C=C(c2ccc(-c3ccccc3)cc2)C1=O | -6.9 | · | -13.0% | 4.9% | · | -6.0% | -12.6% | -6.7% | -6.2
CCOC(=O)C(Cc1c[nH]c2ccccc12)NC(=O)CNC(C)=O (stereo not drawn) | 18.7 | -2.3% | -5.9% | -3.9% | -1.6% | 2.0% | 0.1% | -1.9% | 0.8
CCOc1ccc(OCC(O)CNC2CCN(Cc3ccccc3)CC2)cc1 (stereo not drawn) | ? | ? | ? | 16.4µM* | ? | ? | -6.6% | ? | -4.8
COc1cc(C(O)CO)ccc1OS(=O)(=O)O (stereo not drawn) | 18.5 | 3.2% | 15.9% | 8.9% | -18.7% | 0.0% | 13.9% | 1.6% | -7.4
COc1cccc(/C=N/n2c(-c3cc(C)[nH]n3)n[nH]c2=S)c1OC | 6.9 | -4.0% | -2.1% | 13.6% | -1.3% | -3.6% | 1.8% | 1.9% | -7.3
CCOC(=O)c1cc(NC(=O)C2C3CCC(O3)C2C(=O)O)cc(C(=O)OCC)c1 (stereo not drawn) | 8.5 | 0.1% | ? | 23.1µM* | 0.4% | 4.3% | -26.6% | -5.3% | -8.4
Cc1nnc(SCC(=O)Nc2sc3c(c2C#N)CCCC3)[nH]c1=O | 5.6 | -2.2% | -3.3% | 0.0% | -1.7% | -8.4% | 19.9% | 0.2% | -9.3
COc1ccc(C)cc1COC(=O)c1[nH]c(C)c(C(C)=O)c1C | 34.7 | -0.3% | -19.3% | -8.8% | 20.4% | -10.6% | -8.6% | -0.9% | 0.5
COc1ccc(/C=C/C(=O)Oc2cccc(/C=N/NC(=O)COc3c(C)cccc3C)c2)cc1 | 0.8 | -3.7% | -21.1% | ? | ? | ? | -12.9% | -20.2% | -6.0
COc1ccccc1NC(=O)Nc1ccc2c(c1)CCC2 | -12.3 | -4.1% | 4.8% | -9.2% | 1.9% | -1.6% | -5.5% | 3.3% | -7.4
O=C(COc1ccccc1O)NNc1ccccc1 | 7.6 | -10.8% | 3.26µM* | ? | 13.2% | ? | -25.5% | 2.31µM* | 4.0
COc1ccc(/C=C(\C#N)c2c[nH]c3ccccc23)cc1 | -102.2* | 18.4µM* | 0.731µM* | 1.3µM* | 13µM* | 1.64µM* | 9.3% | 0.411µM* | -0.4
COc1ccc(OC)c(/C=C/C(=O)N(C)CC(=O)Nc2ccc(C)cc2)c1 | -4.2 | 17.4% | -2.4% | ? | 2.4% | ? | 2.1% | 6.7% | -5.4
O=C(NCc1cc([N+](=O)[O-])ccc1O)c1cccnc1Sc1ccc(Cl)cc1 | 2.3 | -0.9% | ? | · | ? | · | ? | -11.6% | -5.2
COCCCn1c(=O)c2sccc2n2c(CCCC(=O)NCc3ccc(F)cc3)nnc12 | -10.1 | -1.8% | 0.2% | 6.2% | 5.6% | 1.5% | -9.2%&-16.7% | -1.6% | 2.2&-1.3
COc1ccc(NC(=O)CCCC(=O)NCCc2ccc(OC)c(OC)c2)cc1 | -15.3 | ? | -3.3% | 11.5% | -1.9% | 8.4% | 1.9% | -12.8% | 1.6
CC(C)CC(NC(=O)C(NC(=O)OC(C)(C)C)C(C)C)C(=O)N1CCCC1C(N)=O (stereo not drawn) | 23.0 | 0.4% | 5.5% | 18.7% | -5.4% | 21.1% | -9.5% | 2.3% | 4.2
O=S(=O)(NC1CC1)c1ccc(Cl)cc1 | 29.9 | -5.9% | -7.5% | 0.0% | -6.9% | -3.5% | -9.4% | 12.8% | 1.0
COc1ccc(C(=O)Nc2ccc3nc(C)sc3c2)cc1S(=O)(=O)N1CCOCC1 | 11.5 | · | -1.1% | -9.5% | · | -1.6% | -2.7% | -0.9% | -4.2

Record cards, from the list above. Order of screens: IL1B secr inh	SW480 rerep	HT1080 IDH1KD tx	KB-V1 MDR tox	MCF10A rerep	KB-3-1 tox	HEK293 tox	HT1080-NT tox	DRD3 agonist
Entry for CC(c1ccc(C(C)(C)C)cc1)S(=O)CC(O)CO (stereo not drawn) : 12.6	1.3%	18.9%	13.2%	-2.1%	8.3%	-10.4%	7.5%	7.3
Entry for COc1ccc(/C=C(\C#N)c2c[nH]c3ccccc23)cc1 : -102.2*	18.4µM*	0.731µM*	1.3µM*	13µM*	1.64µM*	9.3%	0.411µM*	-0.4

Next section
mol | IL1B secr inh | SW480 rerep | HT1080 IDH1KD tx | KB-V1 MDR tox | MCF10A rerep | KB-3-1 tox | HEK293 tox | HT1080-NT tox | DRD3 agonist
COCCOc1cc(COC)nc(-c2cccc(C)c2)n1 | 8.4 | -3.9% | -2.3% | 9.8% | -0.1% | -10.6% | 10.7% | 3.9% | 0.8
COc1cc2nncc(SC)c2cc1OC | -1.5 | ? | -0.8% | ? | -0.7% | 5.8% | 2.8% | 3.2% | 9.9
COc1cccc(N2CCN(C(=O)c3cccnc3)CC2)c1 | 1.3 | -3.5% | 12.3% | -17.6% | -9.3% | 6.0% | -0.5% | 16.8% | 1.6
CCOC(=O)c1ccc(CNC(=O)Cn2nnc(-c3ccccc3F)n2)o1 | 33.8 | -1.9% | 8.6% | -0.4% | -4.1% | 5.5% | 9.5%[7.66 µM] | 4.1% | 0.6
Cc1ccccc1CNC(=O)c1ccccc1 | 12.9 | 9.4% | 14.2% | 1.2% | -0.3% | -1.7% | -15.4% | 2.8% | 1.2
CN(CCc1cn[nH]c1)Cc1nc(C(c2ccccc2)c2ccccc2)no1 | -2.8 | -3.3% | -0.2% | 16.3% | 13.0% | ? | 19.1% | 0.3% | 1.7
O=C(Cn1cc2c(n1)CCCC2)N1CCOCC1 | 42.6 | -3.6% | 1.1% | 0.6% | 3.0% | 1.8% | -1.9% | 3.7% | 1.9
Cc1cccc(-n2c(=O)c3c(c4cc(C)ccc4n3C)n(CC(=O)N3CCCC3)c2=O)c1 | · | · | · | ? | · | -8.6% | 2.8% | · | -2.3
O=[N+]([O-])c1nn(-c2cccc(Cl)c2)n(O)c1=NCc1cccnc1 | -8.8 | 2.7% | 9.4% | -6.4% | 11.0% | -2.1% | ? | -4.3% | -11.3
CC(=O)Nc1ccc(N2CCN(c3ccc(F)cc3)CC2)cc1 | -11.3 | -47.2%[inhibitor] | 11.8% | 0.0% | 1.2% | 3.5% | 6.9% | 13.3% | 0.3
CC(C)CN(C(=O)C1CC1)c1c(N)n(Cc2ccccc2)c(=O)[nH]c1=O | 2.6 | -9.8% | 8.8% | 12.1% | -11.4% | 9.2% | 5.5% | 7.1% | -4.5
O=c1[nH]c(-c2cccnc2)nc2ccccc12 | 27.3 | -5.9% | -0.4% | 18.6% | -0.5% | 8.2% | 4.8% | 2.2% | 0.4
O=C(Nc1n[nH]c(C2CCCCC2)n1)C1CCCCC1 | -0.8 | -5.7% | 1.0%[9.24 µM] | 8.2% | 0.7% | 16.2% | -9.5% | -0.2% | 11.1
COc1cccc(NC(=O)CN(C)C(=O)CN2C(=O)NC(C)(c3ccc4ccccc4c3)C2=O)c1 (stereo not drawn) | -6.0 | 0.2% | ? | 11.5% | ? | 0.6% | -1.8% | -2.9% | 0.2
COc1ccccc1NS(=O)(=O)c1cccc(C(=O)NCC2(N(C)C)CCCCC2)c1 | -5.0 | -12.2% | -1.1% | -5.3% | 8.3% | 0.3% | -17.4% | 13.0% | -7.3
